DT40 TDP1 CPT: DT40-hTDP1 cell growth loss with CPT | chicken DT40 Tdp1-/-;hTDP1 cells + 20 nM CPT, ATP luminescence, 48 h | Potency, µM (highest dose often 46.2 µM), for the others: at the highest dose activity change, negative = growth inhibition, hits mostly inhibitors | actives 12% (n = 420,000) | AID 686979; also: nearly all actives have a fitted effect of over 55% in size
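Chicken DT40 Tdp1-/- cells complemented with human TDP1, 400 cells/well, exposed to compounds plus 20 nM camptothecin for at least 48 h at 37 C; viability read as ATP content by CellTiter-Glo luminescence.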
FEN1 inhibitor: inhibitors of human flap endonuclease 1. Recombinant FEN1 flap cleavage, fluorescence, 15 min. Potency, µM (top dose mostly 114 µM), inactives show at the top dose activity change, negative = inhibition, usual class: inhibitors. actives 0.35% (n = 390,000). AID 588795; also: nearly all actives have a fitted effect of over 65% in size
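Potency values derive from four-parameter Hill fits of normalized qHTS data. The reaction used 10 nM FEN1 preincubated 15 min at room temperature with compound, then 50 nM DNA substrate, read at 0 and 15 min.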
KAT2A inh: blocks human GCN5L2 histone acetyltransferase | Q92830 | GCN5L2 HAT assay, ThioGlo1 CoA-SH fluorescence | Potency, µM (series often up to 58.9 µM), for the others: at the highest dose activity change, negative = inhibition, most hits filed as inhibitors | actives 0.21% (n = 390,000) | AID 504327
Target sequence (Q92830 whole entry, looked up): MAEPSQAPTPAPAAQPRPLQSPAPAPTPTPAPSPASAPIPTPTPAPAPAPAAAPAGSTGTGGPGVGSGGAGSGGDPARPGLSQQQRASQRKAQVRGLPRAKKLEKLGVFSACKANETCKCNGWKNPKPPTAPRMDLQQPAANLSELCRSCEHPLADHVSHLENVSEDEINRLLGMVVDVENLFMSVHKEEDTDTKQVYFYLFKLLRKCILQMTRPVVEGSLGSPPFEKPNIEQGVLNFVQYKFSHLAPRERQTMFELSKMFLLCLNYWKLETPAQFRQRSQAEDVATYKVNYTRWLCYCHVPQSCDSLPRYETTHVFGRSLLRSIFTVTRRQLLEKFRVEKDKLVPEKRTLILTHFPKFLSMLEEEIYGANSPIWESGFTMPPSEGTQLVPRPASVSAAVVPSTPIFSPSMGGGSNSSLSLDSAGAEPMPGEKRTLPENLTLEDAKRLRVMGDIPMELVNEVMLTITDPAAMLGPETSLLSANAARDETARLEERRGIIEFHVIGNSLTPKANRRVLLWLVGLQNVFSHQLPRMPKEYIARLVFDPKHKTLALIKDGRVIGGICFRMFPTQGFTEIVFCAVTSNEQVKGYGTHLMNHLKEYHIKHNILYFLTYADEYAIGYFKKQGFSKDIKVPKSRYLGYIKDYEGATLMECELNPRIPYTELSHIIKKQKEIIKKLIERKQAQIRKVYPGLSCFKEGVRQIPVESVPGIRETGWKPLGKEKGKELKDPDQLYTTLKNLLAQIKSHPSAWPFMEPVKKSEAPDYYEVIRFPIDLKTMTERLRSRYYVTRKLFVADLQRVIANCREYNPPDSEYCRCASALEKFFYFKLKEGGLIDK
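Compounds, pin-transferred from DMSO stocks, meet 20nM GCN5L2 for 15 min before the reaction begins with H3(1-25) peptide (75uM) and acetyl-CoA (70uM). Thiol-reactive ThioGlo1 reports CoA release over 20 min at room temperature.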
The depositor's hits bear a star; ? = inconclusive; . = not tested or not shown; & = joins results of further samples. Calls follow the shape of the dose curve; as a rule, active = well fitted curve in the direction sought with a large enough effect; inconclusive = small, poorly fitted or top-dose-only effect, or another doubt; inactive = no such curve, though single readings can be large; an effect the other way counts as inactive or inconclusive. % is scaled to controls: 0 for no effect and ±100 for the full control effect; potency is read from the fitted curve at half-maximal effect. Some of the compounds tested, so the mix of outcomes need not match the whole.

Start of the listing, in advance:
SMILES	DT40 TDP1 CPT	FEN1 inhibitor	KAT2A inh
NC(=O)c1nsc(C(=O)N(Cc2ccco2)C(C(=O)NCC2CCCO2)c2ccc(F)cc2)c1N (stereo unspecified)	-11%	-17%	-11%
CC(=O)c1ccc(OCCCC(=O)OCC(=O)N2CCN(S(=O)(=O)c3ccc(C)cc3C)CC2)cc1	1%	-16%	.
O=C(c1nc2ccccn2c1CN1CCC(Cc2ccccc2)CC1)N1CCCC1	?	-4%	-1%
COc1ccc(-c2n[nH]c(C(F)(F)F)c2-c2cc3ccccc3o2)c(O)c1	13µM*	-25%	-15%
COc1ccc(/C=C(/C#N)C(=O)NC2CCCCC2)cc1Br	?	5%	-7%

This part in full, from the first entry:
SMILES	DT40 TDP1 CPT	FEN1 inhibitor	KAT2A inh
NC(=O)c1nsc(C(=O)N(Cc2ccco2)C(C(=O)NCC2CCCO2)c2ccc(F)cc2)c1N (stereo unspecified)	-11%	-17%	-11%
CC(=O)c1ccc(OCCCC(=O)OCC(=O)N2CCN(S(=O)(=O)c3ccc(C)cc3C)CC2)cc1	1%	-16%	.
O=C(c1nc2ccccn2c1CN1CCC(Cc2ccccc2)CC1)N1CCCC1	?	-4%	-1%
COc1ccc(-c2n[nH]c(C(F)(F)F)c2-c2cc3ccccc3o2)c(O)c1	13µM*	-25%	-15%
COc1ccc(/C=C(/C#N)C(=O)NC2CCCCC2)cc1Br	?	5%	-7%
C=C1C=C(C(F)F)n2ncc(C(=O)NCc3ccc(Cl)cc3Cl)c2N1	8.9µM*	1%	.
O=S(=O)(Cc1ccccc1)/C1=C(\N2CCOCC2)CCCCCC1	-18%	-3%	-4%
CNC(=O)CC(CC(=O)c1ccccc1)c1ccccc1 (stereo unspecified)	-23%	-1%	0%
O=C(NCCc1c[nH]c2ccccc12)OCCCCOC(=O)NCCc1c[nH]c2ccccc12	18µM*	3%	-11%
COc1ccc(C(=O)N(Cc2ccccc2)c2cccc(C)c2)c(OC)c1OC	?	-19%	0%
O=C(NNc1ncnc2sccc12)c1ccc(Cl)cc1	13µM*	-1%	-12%
S=C(Nc1ccc(Cl)c(Cl)c1)N1CCOCC1	2%	-6%	1%
CCOc1ccccc1N=CC1=C(O)CC(c2ccccc2)CC1=O (stereo unspecified)	?	-2%	-13%
Cc1ccccc1-n1ccnc1SCC(=O)Nc1cccc(S(=O)(=O)NC2=NCCC2)c1	-11%	5%	-1%
OC1(c2ccc(Cl)cc2)CCN(Cc2cn[nH]c2-c2ccc(F)cc2)CC1	13µM*	?	-4%
CCOc1ccccc1Nc1nc(N)nc(CSc2nccc(C)n2)n1	5%	16%	2%
Cc1ccc(S(=O)(=O)N2CCCC2CNC(=O)C(=O)NCc2ccccn2)cc1 (stereo unspecified)	6%	-8%	-5%
CCN(CC)C(=O)Cn1cc(S(=O)(=O)CC(=O)Nc2ccc(OC)c(OC)c2)c2ccccc21	-7%	1%	-3%
Cc1ccc2c(c1)NC(=O)C(CC(=O)NCCCN1CCCCC1C)O2 (stereo unspecified)	-1%	-13%	-2%
O=C1c2ccccc2CCC1CNCCc1ccc(O)cc1 (stereo unspecified)	-83%	.	3%
CC(/C=N/NC(=O)c1sc(N)nc1C)=C\c1ccccc1	-4%	-15%	3%
CCOC(=O)Cn1nnnc1CN(Cc1ccccc1)Cc1cc2cc(CC)ccc2[nH]c1=O	21µM*	-4%	2%
CCN(CC)CCCNC(=O)CNC(=S)N(CCCN1CCOCC1)Cc1cccs1	-28%	-2%	1%
O=C(NCCN1CCOCC1)c1ccc(CS(=O)(=O)Cc2ccccc2F)o1	-12%	-1%	2%
O=C(CSc1n[nH]c(-c2ccccc2)n1)NCCCc1ccccc1	?	-8%	-3%
O=C(CSC1=NS(=O)(=O)c2cc(Cl)ccc2N1)NCc1ccc(F)cc1	-1%	4%	-1%
Cc1ccc(-c2noc(CCC(=O)NCCN3CCN(Cc4ccccc4)CC3)n2)cc1	?	-2%	2%
COCCn1ccc2c(OCC(=O)Nc3cccc(NC(C)=O)c3)cccc2c1=O	-23%	-2%	-3%
CC1=NN(c2nc(-c3ccccc3)cs2)C(=O)C1N=Nc1ccccc1 (stereo unspecified)	?	-3%	-3%
Cc1ccccc1-n1ccnc1SCC(=O)NCC1CCCO1 (stereo unspecified)	-11%	-2%	3%
COc1ccccc1Nc1cc(C)nc2nc(-c3ccccc3)nn12	16µM*	-12%	-1%
COC(=O)c1[nH]c2ccc(C)cc2c1NC(=O)CN1CCc2cc(OC)c(OC)cc2C1	16µM*	-4%	-3%
Cc1ccc(OCC(=O)Nc2ccc(S(=O)(=O)N3CCOCC3)cc2)c([N+](=O)[O-])n1	3%	-4%	-3%
O=C1CC(c2nc(-c3ccc(Cl)cc3)no2)CN1c1ccc2c(c1)OCCO2 (stereo unspecified)	-28%	1%	-12%
CC(C)c1ccc(O)c(C(=O)c2cnn(-c3ccccc3)c2)c1	2%	-3%	.
Cc1ccc(Nc2nc3ccccc3n3cnnc23)c(Cl)c1	-23%	-13%	-18%
CCn1nc(NC(=O)Cc2ccc(OC)cc2)c2cc3cc(C)ccc3nc21	?	-17%	-5%
CC(C)(C)N=C1SCC(C)(/C=N/O)S1 (stereo unspecified)	-17%	8%	0%
CCCN1C(=O)c2oc3cc(C)cc(C)c3c(=O)c2C1c1ccc(F)cc1 (stereo unspecified)	5%	-14%	-1%
Fc1ccc(Nc2nc(-c3ccoc3)nc3ccccc23)cc1	?	.	-17%
CCOc1ccccc1-c1nc2c([nH]1)c(=O)n(C)c(=O)n2C	-28%	-15%	-5%
Cc1cc(-c2csc(NC(=O)c3cccc(S(=O)(=O)N(C)C)c3)n2)c(C)n1-c1ccccc1	3%	-6%	-4%
Nc1cc(OC(=O)c2cccs2)nn1S(=O)(=O)c1ccccc1	-24%	-4%	-2%
COc1ccccc1Nc1nc(-c2c(C)[nH]c3ccccc23)cs1	?	3%	-3%
CCSc1nnc(NC(=O)CSc2nc(CC)nc3c2c(=O)n(C)c(=O)n3C)s1	16µM*	-4%	-1%
CCOC(=O)c1ccc(NC(=O)C2CC(O)CN2S(=O)(=O)c2ccc(C)cc2)cc1 (stereo unspecified)	-25%	-13%	0%
CN(CC(=O)Nc1ccccc1Cl)C(=O)c1ccc(-c2cccc(C(F)(F)F)c2)o1	?	-30%	-29%
Cn1c(-c2cccc([N+](=O)[O-])c2)cnc1NCc1cccc(F)c1	?	11%	-8%
Cc1ccc(CN(C#N)c2nc(C)cc(C)n2)cc1	3%	2%	0%
Cc1nc2cnc(N3CCN(C)CC3)nc2n(CCC#N)c1=O	10%	.	-21%
Cc1ccc2cc3c(NC(=O)c4cccnc4)nn(C)c3nc2c1	-25%	-12%	0%
COc1ccccc1NC(=O)C1CCN(S(=O)(=O)c2ccc3c(c2)CC(C)N3C(C)=O)CC1 (stereo unspecified)	?	5%	-4%
O=C(COc1cccc(C(F)(F)F)c1)N1CCN(c2ccc(O)cc2)CC1	?	18%	4%
O=C(Cc1ccccc1)N1CCC(c2ccccc2)C1 (stereo unspecified)	-5%	1%	2%
O=C(NCCn1cccn1)C1CCC(=O)N(CCc2ccc(Cl)cc2)C1 (stereo unspecified)	-11%	-6%	2%
Cc1cc(-c2n[nH]c(=S)o2)c(C)n1-c1ccccc1	2%	-6%	-4%
NNC(=O)c1cc2cc(OC(F)(F)F)ccc2[nH]1	0%	-1%	1%
CO/N=C(/C(=O)NC1C(=O)N2C(C(=O)O)=C(CSc3nc(=O)c(O)nn3C)CSC12)c1csc(N)n1 (stereo unspecified)	8%	.	-12%&-10%
CC12CCC(c3c(C(=O)N4CCOCC4)nn(-c4ccccc4)c31)C2(C)C (stereo unspecified)	1%	8%	-4%
CCc1ccc(-n2c(SCc3cc(=O)n4cc(Br)ccc4n3)nc3[nH]ncc3c2=O)cc1	23µM*	-15%	-13%

(list continues)
SMILES	DT40 TDP1 CPT	FEN1 inhibitor	KAT2A inh
CNC(=S)N(CCc1c(C)[nH]c2ccc(Cl)cc12)Cc1cc(OC)c(OC)c(OC)c1	?	-1%	-3%
O=C(CN(C(=O)CNC(=O)c1cccs1)c1ccc(F)cc1)NC1CCCCC1	3%	0%	-3%
Cc1ccn2c(NC3CCCCC3)c(C(C)C)nc2c1	-21%	-8%	-2%
O=C(COC(=O)c1cc(=O)[nH]c(=O)[nH]1)NCc1ccccc1	5%	-1%	-10%
CN(C)CCCNC1=CC(=O)OC12CCCCC2	1%	38%	4%
COc1ccc(C2=C(C)C(=NCc3ccc(OC(C)C)cc3)NS2(=O)=O)cc1	?	16%	-3%
CCCCNC(=O)c1onc(CSc2ccccc2)c1C(=O)O	-19%	16%	-10%
Cc1ccc(S(=O)(=O)Nc2ccc(N3CCN(C)CC3)nc2)cc1	-3%	5%	-10%
Cn1c(CC(=O)Nc2ccc(Cl)c(Cl)c2)n[nH]c1=S	-5%	-11%	-18%
Nn1c(SCC(=O)Nc2nccs2)nnc1C1CC1	-15%	-9%	0%
Cc1ccc(CCNC(=O)c2cc3c(s2)-c2ccccc2OC3)cc1	?	?	-29%
CCCOc1ccc(C2c3c(-c4c(C)cc(C)cc4O)n[nH]c3C(=O)N2CCO)cc1 (stereo unspecified)	21µM*	12%	-2%
COc1ccc(CCNC(=O)Cn2nnc(-c3cccs3)n2)cc1OC	-13%	1%	-7%
CCN(CC)C(c1ccc(C)cc1)c1nnnn1C1CCCCC1 (stereo unspecified)	?	-19%	-10%
Cc1ccc(Sc2nc(-c3ccccc3)nnc2C(F)(F)F)cc1	21µM*	8%	-1%
Cc1ccc(C)c(OCc2nnc(NC(=O)c3ccc4c(c3)OCO4)s2)c1	?	0%	-14%
COc1ccccc1C(=O)NC(=O)COC(=O)CNC(=O)c1ccc(Cl)cc1Cl	13%	4%	-1%
c1csc(-c2ccc(N3CCOCC3)nn2)c1	?	15%	4%
Cc1sc(NC(=O)c2ccccc2F)c(CN2CCCCC2)c1C	21µM*	1%	1%
Nc1n[nH]c2ccccc12	-7%	0%	-4%

Next part; the last 5 above are carried over.
SMILES	DT40 TDP1 CPT	FEN1 inhibitor	KAT2A inh
Cc1ccc(C)c(OCc2nnc(NC(=O)c3ccc4c(c3)OCO4)s2)c1	?	0%	-14%
COc1ccccc1C(=O)NC(=O)COC(=O)CNC(=O)c1ccc(Cl)cc1Cl	13%	4%	-1%
c1csc(-c2ccc(N3CCOCC3)nn2)c1	?	15%	4%
Cc1sc(NC(=O)c2ccccc2F)c(CN2CCCCC2)c1C	21µM*	1%	1%
Nc1n[nH]c2ccccc12	-7%	0%	-4%
CC1(C)NC(=O)N(CCCCOc2ccc3ccccc3c2Cl)C1=O	?	-24%	-8%
O=S(N1CCc2ccccc21)C12CC3CC(CC(C3)C1)C2 (stereo unspecified)	17%	-1%	-3%
COc1ccc(NC(=O)c2ccccc2N(Cc2ccccc2)S(C)(=O)=O)c(OC)c1	23µM*	10%	-5%
CC(C)(C)/C=N/NC(=O)C1CC1	-5%	2%	-1%
Cc1nc2c3ccccc3[nH]c(=O)n2n1	-21%	8%	2%
CC(=O)Nc1cccc(Oc2ccc([N+](=O)[O-])cc2Cl)c1	13%	8%	-4%
CN(C1CCCCC1)S(=O)(=O)c1ccc2c(c1)c(=O)c(C(=O)N1CCN(c3ccc(F)cc3)CC1)cn2C	-10%	18%	1%
C/C(=C1/SC(N2CCOCC2)=NC1=O)c1ccc(Cl)cc1	-6%	0%	3%
COc1cccc(NC(=O)CSc2nnc(-c3cccs3)o2)c1	6%	-2%	-5%
CCOC(=O)C1=C(c2ccccc2)OC(N)=C(C#N)C1c1cccs1 (stereo unspecified)	-26%	-19%	1%
CN1CCN(S(=O)(=O)c2cccc(C(=O)NCc3ccccc3Cl)c2)CC1	-1%	-4%	-4%
C=C(C)CNC(=S)N/N=C\c1ccc2c(c1)OCO2	?	1%	-8%
CCN(CC)c1ccc(/C=N/NC(=O)CC(C)C)cc1	2%	-4%	2%
O=C(CCc1ccccc1)Nc1cccc(S(=O)(=O)N2CCOCC2)c1	?	-12%	-5%
Cc1ccc(C2c3c(oc4cc(C)c(C)cc4c3=O)C(=O)N2CCCN2CCOCC2)cc1 (stereo unspecified)	?	-7%	4%
CCOC(=O)Cc1nnc(-c2ccccc2)o1	10%	-1%	0%
COc1ccc(CCC(=O)NCC23CC4CC(CC(C4)C2)C3)cc1	-27%	15%	-1%
Cc1ccc(S(=O)(=O)N2CCN(Cc3cccnc3)CC2)cc1	-9%	-8%	2%
O=C(CSc1nnc(-c2cccnc2)o1)Nc1cccc(Cl)c1	-16%	3%	-2%
Cc1csc(N(C(=O)c2cccc(S(=O)(=O)N(C)C)c2)c2ccccc2)n1	15µM*	2%	-9%
